APP 5'UTR act – activators of APP 5'UTR luciferase reporter, primary screen, SH-SY5Y cells. SH-SY5Y APP 5'UTR luciferase reporter, luminescence; zero percent = DMSO vehicle wells. activation, % at 2 µM. hit rate 1% among 190,000;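 active = activation above a set limit, based on mean plus 3 SD of controls, cut at about 140% in these data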; note: values of inactives mirror those of a sister screen read the other way
TLR4 MyD88 comp – inhibitors of TLR4-MyD88 association in cells, primary screen, cell-based, HeLa CL3-4, BLA complementation, FRET ratio | Toll-like receptor 4 (Homo sapiens) + Myeloid differentiation primary response protein … | HeLa CL3-4 TLR4/MyD88 BLA complementation | inhibition, % at 8.4 µM | hit rate 0.18% among 200,000 | AID 861, 2007; in the data active = inhibition above about 25%;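 note: 0% = vehicle and 100% = reference inhibitor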
G6PDH CS – L. mesenteroides G6PDH inhibitors, counter-screen for G6PDH-coupled screening assays, biochemical, Leuconostoc mesenteroides enzyme. glucose-6-phosphate dehydrogenase [Leuconostoc mesenteroides]. Purified L. mesenteroides G6PDH, diaphorase/resazurin coupled fluorescence, 45 min. inhibition, % at 5 µM. hit rate 0.12% among 200,000. AID 1020, 2008; in the data active = inhibition above about 50%
Diaph act CS – compounds boosting diaphorase resazurin reduction – biochemical, uHTS, resorufin fluorescence, counter-screen for diaphorase-coupled primary assays, primary screen; AID 1229, 2008; Diaphorase/resazurin coupled assay, 16 min; hits give high values; 1 = vehicle wells, 0 = NADH-free wells; activation factor at 20 µM; hit rate 0.005% among 190,000;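 active = diaphorase activity raised at least twofold by the compound at 20 µM; inactive = activation factor below 2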
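Test system: Clostridium kluyveri diaphorase, purified enzyme. Buffer or medium: 50 mM HEPES pH 7.4 buffer plus MgCl2 and Tween 20. Also added: 0.114 mM NADH and 0.1 mM resazurin, final amounts. Dosing: compound 20 µM once, DMSO 1%. Schedule: 16 min enzyme reaction, ambient temperature. Detection: fluorescence of resorufin, 544 nm excitation, 590 nm emission.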
FLuc stim CS – FLuc activators, initial screening, artefact control for FLuc-dependent activation tests, biochemical, ATPlite luminescence | 200,000 tested, under 10 active | AID 1027, 2008 | activation factor at 10 µM | ATPlite luciferase biochemical, 10 min; 0 = ATP-free wells, 1 = DMSO control | Luciferin 4-monooxygenase (Photinus pyralis), P08659;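 active = luciferase activation factor, scaled between plate controls, of at least 2 with compound at 10 µM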
Target sequence (P08659 whole entry, looked up): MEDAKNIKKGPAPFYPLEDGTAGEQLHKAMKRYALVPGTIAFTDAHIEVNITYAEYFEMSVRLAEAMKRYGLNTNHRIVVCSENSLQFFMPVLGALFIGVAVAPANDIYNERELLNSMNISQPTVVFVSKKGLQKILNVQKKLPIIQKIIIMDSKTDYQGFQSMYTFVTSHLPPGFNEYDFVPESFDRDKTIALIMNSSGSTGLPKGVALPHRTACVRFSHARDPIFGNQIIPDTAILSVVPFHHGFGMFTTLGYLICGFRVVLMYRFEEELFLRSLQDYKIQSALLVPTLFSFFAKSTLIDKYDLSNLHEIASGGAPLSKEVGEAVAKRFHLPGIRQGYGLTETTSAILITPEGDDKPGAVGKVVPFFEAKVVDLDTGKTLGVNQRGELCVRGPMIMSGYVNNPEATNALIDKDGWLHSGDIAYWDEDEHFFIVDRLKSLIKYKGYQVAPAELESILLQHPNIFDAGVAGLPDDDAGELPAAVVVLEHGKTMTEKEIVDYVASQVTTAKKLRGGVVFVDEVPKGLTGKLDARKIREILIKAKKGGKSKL
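System: Luciferase/luciferin detection reagent, cell-free biochemical luciferase assay | Medium: PBS buffer for ATP | Dosing: Test compounds dosed from 2 mM stocks in 100% DMSO | Timing: 10 min at ambient temperature | Signal: Luminescence measurement of luciferase light output | Evaluation: Luciferase activation, seen as luminescence increase over controls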
NF-kB expr up – activators of NF-kB expression in neurons, primary screen, cell-based, HTS; human neuronal cells, NF-kB reporter expression; hits give high values; fold change at 12.5 µM; hit rate 1.6% among 190,000; AID 1239, 2008; in the data active = fold change above about 3.3
APP transl inh – inhibitors of APP translation via 5'UTR reporter, primary screen, APP 5'UTR luciferase, SH-SY5Y cells; SH-SY5Y APP 5'UTR-luciferase reporter, luminescence; inhibition, % at 2 µM; hit rate 0.82% among 190,000; AID 1285, 2008;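 active = inhibition above a set limit, derived from the sample mean plus 3 SD, cut at about 45% in these data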; note: values of inactives mirror those of a sister screen read the other way
FLuc inh counter – firefly luciferase enzyme inhibitors, primary screen, artefact control for luciferase-based inhibitor screens, biochemical, luminescence, ATPLite; Luciferin 4-monooxygenase (Photinus pyralis), P08659; inhibition, % at 10 µM; 10 min; hit rate 1.5% among 200,000;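 active = inhibition above about 50% when tested at 10 µM, limit read from the data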
STAT1 activator – STAT1 signaling activators, primary screen, cell-based, HTS, luciferase reporter. NIH 3T3 STAT1-luciferase reporter, IFN-gamma, luminescence; 100% = IFN-gamma alone, no compound. hit rate 2.6% among 200,000. activation (% of control), % at 5.5 µM. AID 932, 2007;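 active = activation above the screen-wide mean activation plus 3 SD, cut at about 130% in these data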;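 note: raw ratio to IFN-gamma control signal so 100% means no change and 0% no light; values of inactives mirror those of a sister screen read the other way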
Diaph inh CS – diaphorase inhibitors and chemical oxidizers, primary screen, counter-screen for diaphorase-coupled primary assays, biochemical, uHTS, resorufin fluorescence. diaphorase resazurin-to-resorufin fluorescence, NADH, 16 min; bacterial (C. kluyveri) enzyme, not human. inhibition, % at 20 µM. hit rate 0.69% among 190,000. AID 1217, 2008;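 active = primary screen inhibition at 20 µM above a set limit, cut at about 50% in these data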;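 note: plate controls were DMSO with full reaction for no effect and wells lacking NADH for full effect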
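Detection: fluorescence of resorufin formed from resazurin, Ex 544/Em 590 nm; test system: Clostridium kluyveri diaphorase enzyme; amount: 0.14 U/mL diaphorase, enzyme working solution; times: 16-min room-temperature incubation before reading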
An asterisk follows results filed as active; nt = not tested or not shown. The order is random; 5.6% or so of the library scored in one or more.

SMILES	APP 5'UTR act	TLR4 MyD88 comp	G6PDH CS	Diaph act CS	FLuc stim CS	NF-kB expr up	APP transl inh	FLuc inh counter	STAT1 activator	Diaph inh CS
COc1cc(C2NC(=O)N(C)C3=C2C(=O)CCC3)cc(OC)c1OC (centres undefined)	1.6	12.3	9.0	0.9	1	1.22	-1.6	-2.5	97.3	8.8
COc1ccc(OCC(O)CON2C(=O)c3ccccc3C2=O)cc1 (centres undefined)	-4.5	13.0	-1.3	0.9	1.1	1.02	4.5	-9.5	104.3	9.0
CCOC(=O)c1c(NC(=O)CSc2nnc(-c3ccc(OC)cc3)o2)sc2c1CCC2	8.8	7.0	nt	nt	nt	nt	-8.8	nt	105.9	nt
CN(C)c1nc(N/N=C/c2ccccc2O)nc(Nc2ccc(F)cc2)n1	-48.4	5.0	25.0	0.8	1.1	0.77	48.4*	-8.2	103.1	17.3
O=C(CCNc1ccc(Cc2ccncc2)cc1)c1cccc([N+](=O)[O-])c1	17.1	-0.1	0.7	1	1	2.41	-17.1	-4.2	86.9	-4.2
COc1ccccc1N=c1oc2c(OC)cccc2cc1C(=O)NCc1ccco1	-5.2	5.9	0.8	1	1	1.41	5.2	1.0	97.1	-2.6
Cc1cc(Br)ccc1OCC(=O)N1CCCCCC1	11.7	-0.2	8.3	1.1	1	1.11	-11.7	-3.5	94.2	-6.4
N=c1c2c(n(Cc3ccc(F)cc3)c3c1CCC3)CCC2	-4.5	23.4	13.4	1	1	0.56	4.5	-2.8	87.0	-0.3
O=C(c1cccc(F)c1)N1CCN(Cc2ccco2)CC1	5.4	19.4	4.7	0.9	1.1	1.21	-5.4	-6.5	102.6	14.4
O=C1CC(c2ccc(F)cc2)CC2=C1C=Nc1ccccc1N2 (centres undefined)	-6.7	-0.1	8.6	0.9	1.1	0.94	6.7	-10.2	89.8	7.3
CCOc1ccc(NC(=S)NN2C(C)CCCC2C)cc1 (centres undefined)	-9.1	14.9	-0.1	1	1.1	0.88	9.1	-9.1	108.2	-1.0
CC(C)(C)NC(=O)NC(=O)CN1CCCCC1	5.4	-11.4	6.5	0.8	1.1	1.17	-5.4	-6.8	102.8	21.3
CC(=O)NC1=NN(C(C)=O)C(C)(c2ccc(Cl)s2)S1 (centres undefined)	-13.5	5.8	0.1	0.9	1.1	1.23	13.5	-5.9	108.5	10.6
Cc1cc(C(=O)Cn2cncn2)c(C)n1CCc1ccc(F)cc1	1.7	5.8	-19.4	0.8	1.1	0.96	-1.7	-6.0	93.7	17.4
CCCCNC(=O)CSc1nc2ccsc2c(=O)n1C1CCN(C(=O)OCC)CC1	-3.6	47.5*	0.7	0.9	1.1	0.98	3.6	-8.6	103.1	8.8
Cc1ccc(O)c(NC(=O)c2noc3c2CCc2ccccc2-3)c1	93.0	3.9	3.0	1	0.9	1.15	-93.0	9.5	110.7	0.4
Cc1ccc(OCCC(=O)Nc2c(C)n(C)n(-c3ccccc3)c2=O)cc1	13.9	19.0	5.2	1.1	1	1.21	-13.9	-1.2	85.8	-9.4
Cc1csc2ncc(C(=O)Nc3ccccc3F)c(=O)n12	nt	nt	-30.5	0.9	1	nt	nt	1.4	nt	6.8
CC12C(=O)N(Cc3ccccc3)C(=O)C1C1C=CC2C1 (centres undefined)	-16.0	1.8	14.8	0.9	1.1	1.01	16.0	-10.6	104.2	8.6
COc1cccc(NC(=O)C2CCCN2C(=O)OCc2ccccc2)c1 (centres undefined)	-18.8	3.7	9.3	0.9	1.1	1.14	18.8	-7.2	95.6	9.9
CCc1ccc(C(=O)NNC(=O)OC)cc1	-7.1	-6.3	1.0	0.9	1	1.15	7.1	1.8	102.4	7.9
CC(=O)NC(=S)Nc1ccc(S(=O)(=O)N2CCOCC2)cc1	16.8	1.1	1.1	0.8	1	1.08	-16.8	-1.6	97.9	18.0
Cc1nc2ncnn2c(N2CCN(S(=O)(=O)c3ccc(Br)cc3)CC2)c1C	-0.8	3.0	10.0	nt	1.1	0.93	0.8	-8.0	98.7	nt
Cc1cc2nc3c(nc2cc1C)C1(C(=O)O)CCC3(C)C1(C)C (centres undefined)	15.5	4.0	4.2	0.9	1	0.84	-15.5	-3.8	101.9	10.4
O=C(CCNS(=O)(=O)c1ccc(Cl)cc1)N1CCC2(O)CCCCC2C1 (centres undefined)	0.2	-7.7	4.5	1	1	1.23	-0.2	0.4	107.0	1.9
O=C(CSc1nc2ccccc2s1)Nc1ccc(N2CCOCC2)c(Cl)c1	-8.0	-6.6	-29.1	0.8	1.1	0.87	8.0	-5.2	108.3	16.9
CC(C)(C)NC(=O)CSc1nc2ccc(NC(=O)CSc3nnc(N)s3)cc2s1	-10.2	5.0	-1.1	0.8	1	0.78	10.3	4.0	84.2	19.3
CCOC(=O)Cc1csc(N/C(=N/S(=O)(=O)c2ccc(F)cc2F)c2ccccc2)n1	-8.5	8.5	-10.6	0.8	1	1.17	8.5	-2.0	95.7	15.3
N#Cc1nc(COc2ccccc2)oc1N1CCN(Cc2ccccc2)CC1	7.3	7.5	-21.3	0.8	1.1	1.55	-7.3	-6.1	104.6	24.4
Cc1ccc(C)c(NC(=O)CSc2ncnc3nc[nH]c23)c1	12.2	-3.2	-9.2	0.9	1.1	0.98	-12.2	-8.6	94.9	13.4

A different layout for part of the listing above:
Molecule | APP 5'UTR act | TLR4 MyD88 comp | G6PDH CS | Diaph act CS | FLuc stim CS | NF-kB expr up | APP transl inh | FLuc inh counter | STAT1 activator | Diaph inh CS
COc1cccc(NC(=O)C2CCCN2C(=O)OCc2ccccc2)c1 (centres undefined) | -18.8 | 3.7 | 9.3 | 0.9 | 1.1 | 1.14 | 18.8 | -7.2 | 95.6 | 9.9
CCc1ccc(C(=O)NNC(=O)OC)cc1 | -7.1 | -6.3 | 1.0 | 0.9 | 1 | 1.15 | 7.1 | 1.8 | 102.4 | 7.9
CC(=O)NC(=S)Nc1ccc(S(=O)(=O)N2CCOCC2)cc1 | 16.8 | 1.1 | 1.1 | 0.8 | 1 | 1.08 | -16.8 | -1.6 | 97.9 | 18.0
Cc1nc2ncnn2c(N2CCN(S(=O)(=O)c3ccc(Br)cc3)CC2)c1C | -0.8 | 3.0 | 10.0 | nt | 1.1 | 0.93 | 0.8 | -8.0 | 98.7 | nt
Cc1cc2nc3c(nc2cc1C)C1(C(=O)O)CCC3(C)C1(C)C (centres undefined) | 15.5 | 4.0 | 4.2 | 0.9 | 1 | 0.84 | -15.5 | -3.8 | 101.9 | 10.4
O=C(CCNS(=O)(=O)c1ccc(Cl)cc1)N1CCC2(O)CCCCC2C1 (centres undefined) | 0.2 | -7.7 | 4.5 | 1 | 1 | 1.23 | -0.2 | 0.4 | 107.0 | 1.9
O=C(CSc1nc2ccccc2s1)Nc1ccc(N2CCOCC2)c(Cl)c1 | -8.0 | -6.6 | -29.1 | 0.8 | 1.1 | 0.87 | 8.0 | -5.2 | 108.3 | 16.9
CC(C)(C)NC(=O)CSc1nc2ccc(NC(=O)CSc3nnc(N)s3)cc2s1 | -10.2 | 5.0 | -1.1 | 0.8 | 1 | 0.78 | 10.3 | 4.0 | 84.2 | 19.3
CCOC(=O)Cc1csc(N/C(=N/S(=O)(=O)c2ccc(F)cc2F)c2ccccc2)n1 | -8.5 | 8.5 | -10.6 | 0.8 | 1 | 1.17 | 8.5 | -2.0 | 95.7 | 15.3

The list continues:
SMILES	APP 5'UTR act	TLR4 MyD88 comp	G6PDH CS	Diaph act CS	FLuc stim CS	NF-kB expr up	APP transl inh	FLuc inh counter	STAT1 activator	Diaph inh CS
CCCc1nc2sc3c(c2c(=O)[nH]1)CCCC3	15.9	-10.8	7.3	0.9	0.9	1.16	-15.9	7.6	108.4	5.7
Cn1c(=O)[nH]c(=O)c2[nH]c(CN3CCN(C(=O)c4ccco4)CC3)nc21	-10.0	-4.5	-5.8	0.9	1.1	1.12	10.0	-5.8	98.8	12.9
Clc1ccc2[nH]c3c(N4CCC5(CC4)OCCO5)ncnc3c2c1	0.1	-0.7	1.1	0.8	1	0.6	-0.1	-1.9	74.2	18.7
COc1cccc2sc(Nc3nnc(-c4cccs4)o3)nc12	71.0	18.6	6.2	1	0.4	1.18	-71.0	56.3*	139.1*	-0.3
COC(=O)CC1C(=O)NCCN1C(=S)NC(=O)c1sc2ccccc2c1Cl (centres undefined)	-5.5	-4.3	2.1	0.7	1.1	0.85	5.5	-6.9	101.4	28.8
CCOc1ccc(C(c2c(O)nc(SC)n(C)c2=O)c2c(O)nc(SC)n(C)c2=O)cc1	12.7	9.2	3.6	1	1	1.48	-12.7	-4.3	100.1	-4.3
CCc1ccc(/C=C2/C(=O)N(c3ccccc3)C(=S)N2CC(=O)OC)s1	-4.8	5.3	-11.6	0.9	1	1.08	4.8	-2.4	92.8	5.1
CCS(=O)(=O)c1ccc2oc(SCC(=O)Nc3ccc(OC)c(OC)c3)nc2c1	25.6	4.1	-1.3	1	1	1.08	-25.6	0.8	103.2	2.8
Cc1cccc(N2CCN(C(=O)c3ccc(NS(=O)(=O)c4c(C)noc4C)cc3)CC2)c1C	-22.8	-4.7	23.6	0.7	1	0.92	22.8	-2.0	100.5	30.2
COc1ccc(C(=O)NNc2ccccc2)cc1	6.7	6.1	-3.1	1.1	1	1.7	-6.7	-0.2	107.3	-5.6
CN(C)c1ccc(-c2noc(-c3ccccc3O)n2)cc1	144.0*	-5.2	7.1	0.9	0.4	1.51	-144.0	57.9*	97.1	8.8
Cc1ccc(NC(=O)CSc2nnc([C@@H]3CCCN3C(=O)OC(C)(C)C)o2)c(C)c1	8.2	-2.2	10.0	1	1.1	1	-8.2	-6.3	95.8	-0.8
O=C1NC2(CCCCC2)C(=O)N1Cc1cc(=O)n2ccsc2n1	-1.6	6.7	1.5	0.9	1.1	1.47	1.6	-10.0	105.0	10.0

One compound at a time, from the list above.
Record of Cc1cccc(N2CCN(C(=O)c3ccc(NS(=O)(=O)c4c(C)noc4C)cc3)CC2)c1C → APP 5'UTR act: -22.8; TLR4 MyD88 comp: -4.7; G6PDH CS: 23.6; Diaph act CS: 0.7; FLuc stim CS: 1; NF-kB expr up: 0.92; APP transl inh: 22.8; FLuc inh counter: -2.0; STAT1 activator: 100.5; Diaph inh CS: 30.2
Record of Clc1ccc2[nH]c3c(N4CCC5(CC4)OCCO5)ncnc3c2c1 → APP 5'UTR act: 0.1; TLR4 MyD88 comp: -0.7; G6PDH CS: 1.1; Diaph act CS: 0.8; FLuc stim CS: 1; NF-kB expr up: 0.6; APP transl inh: -0.1; FLuc inh counter: -1.9; STAT1 activator: 74.2; Diaph inh CS: 18.7
